Screening results (PubChem)
NPSR antagonist = antagonists of human neuropeptide S receptor cAMP signaling; AID 1461; Potency, µM (titrated, usually from 38.3 µM), for the others: at the top dose activity change, negative = inhibition, usual class: inhibitors; CHO-NPSR cells, cAMP TR-FRET, antagonist mode; hit rate 1% among 220,000; note: potency is the fitted concentration of half-maximal effect; % is set by controls: 0 for no effect and ±100 for the full control effect; nearly all actives have a fitted effect of over 50% in size; many of its hits are not listed in these tables
Target sequence (Q6W5P4 whole entry, looked up): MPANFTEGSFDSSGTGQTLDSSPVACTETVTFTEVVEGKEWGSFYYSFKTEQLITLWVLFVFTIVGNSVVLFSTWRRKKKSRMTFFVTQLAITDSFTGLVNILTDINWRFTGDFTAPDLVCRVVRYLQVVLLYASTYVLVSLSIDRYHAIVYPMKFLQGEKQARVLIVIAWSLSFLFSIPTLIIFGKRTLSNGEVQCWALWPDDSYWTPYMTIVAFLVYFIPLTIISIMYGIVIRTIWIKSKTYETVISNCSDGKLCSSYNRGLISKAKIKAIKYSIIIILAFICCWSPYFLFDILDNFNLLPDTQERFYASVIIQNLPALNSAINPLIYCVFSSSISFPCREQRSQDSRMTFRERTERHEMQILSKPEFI
Lamin A splicing = modulators of lamin A splicing; HeLa LMNA splicing GFP/RFP minigene ratio, 48 h; Potency, µM (top dose mostly 46.1 µM), for the others: at the highest dose ratio change, negative = inhibition, most hits filed as inhibitors; hit rate 0.01% among 200,000; AID 1487; active = well fitted inhibition curve with a large enough effect in the signal ratio, with a control signal flat, not every such curve was filed as active; inconclusive = small, poorly fitted or top-dose-only effect, or effect the other way, or a change in a side signal; the % refers to the signal ratio; note: potency is the fitted concentration of half-maximal effect; % is set by controls: 0 for no effect and ±100 for the full control effect
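S3 HeLa cells stably expressing lamin A-EGFP splicing minigene plus DsRed2, 600 cells/well, 48 h compound exposure at 37C. Laser-scanning cytometry; analysed as GFP (500-530 nm)/RFP (575-640 nm) total intensity ratio; 0.5% DMSO vehicle.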
Epigenetic derep = epigenetic control regulation, reporter derepression; murine LDR cells, GFP reporter derepression, 30 h; Potency, µM (doses to about 53.9 µM), inactives show at the top dose GFP activation, most hits filed as activators; hit rate 0.2% among 280,000; AID 1865; note: potency is the fitted concentration of half-maximal effect; % of control where 0% means no effect; nearly all actives have a fitted effect of over 60% in size
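Derepression of a silenced CMV-GFP reporter in murine LDR cells is scored by enumerating GFP-positive cells with a laser-scanning microplate cytometer after 30 hours of treatment at 37 C.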
IMPase Li inh = IMPase inhibition in cells with lithium potentiation. Potency, µM (doses to about 59.4 µM), for inactives: at the highest dose activity, negative = IMPase inhibition, usual class: inhibitors. CHO-M1 cells, IP1 TR-FRET (IP-One), carbachol + lithium. hit rate 0.35% among 210,000;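 note: IP1 builds up when IMPase is blocked and the TR-FRET signal falls; potency is the fitted concentration of half-maximal effect; plate controls were basal vehicle for no effect and high inhibitor control for full effect; nearly all actives have a fitted effect of over 50% in size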
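CHO-M1, 2000 cells/well, 16–30 h culture; cpd + low Li+, 30 min 37C; lysis with d2-IP1/Eu-anti-IP1 Ab, 10 min RT; TR-FRET 665/620 ratio and 620 channel; AC50 via Hill.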
aGal spleen mod = inhibitors or activators of human alpha-galactosidase in spleen homogenate; P06280; human spleen homogenate, 4MU-alpha-Gal fluorescence, 40 min; Potency, µM (doses to about 80 µM), without a hit: top-dose activity change, negative = inhibition, most hits filed as inhibitors; hit rate 0.008% among 240,000;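 note: potency is the fitted concentration of half-maximal effect; 0% = enzyme with vehicle and -100% = no enzyme basal signal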
Target sequence (P06280 32-429 limits assumed): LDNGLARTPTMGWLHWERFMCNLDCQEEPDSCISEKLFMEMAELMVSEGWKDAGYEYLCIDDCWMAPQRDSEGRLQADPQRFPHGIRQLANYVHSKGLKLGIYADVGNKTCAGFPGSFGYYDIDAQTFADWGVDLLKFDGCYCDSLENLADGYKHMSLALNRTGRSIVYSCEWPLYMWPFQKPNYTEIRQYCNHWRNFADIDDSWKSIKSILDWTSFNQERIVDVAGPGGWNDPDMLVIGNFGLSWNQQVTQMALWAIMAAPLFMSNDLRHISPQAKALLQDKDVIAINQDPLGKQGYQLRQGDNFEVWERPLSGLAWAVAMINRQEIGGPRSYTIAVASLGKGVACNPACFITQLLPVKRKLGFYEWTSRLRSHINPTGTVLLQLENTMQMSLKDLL
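Human spleen homogenate (1 ug) as enzyme source, 4-methylumbelliferyl-alpha-D-galactopyranoside 1 mM final, citrate/phosphate pH 5.0 with 0.01% Tween-20. Compounds 40 min at 37C, NaOH/glycine stop; fluorescence Ex 365/Em 440, Hill-fit AC50.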
Luc counter = counter-screen: inhibitors of Kinase-Glo firefly luciferase; Q27757; Kinase-Glo luciferase, ATP luminescence, 8 min; Potency, µM (highest dose often 38.3 µM), without a hit: top-dose activity change, negative = inhibition, actives largely listed as inhibitors; hit rate 0.28% among 200,000; AID 1379; note: potency is the fitted concentration of half-maximal effect; % is set by controls: 0 for no effect and ±100 for the full control effect; nearly all actives have a fitted effect of over 60% in size
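Recombinant Kinase-Glo luciferase, 10 uM ATP (linear range), luciferin; imidazole pH 7.2 / KCl / MgCl2 / Tween / BSA buffer; 8 min RT; luminescence.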
CBFb-RUNX1 inh = inhibitors of human CBF-beta and RUNX1 interaction | AlphaScreen CBFb-His/RUNX1-biotin binding, biochemical | Potency, µM (series often up to 59.8 µM), for inactives: at the top dose activity, negative = inhibition, actives largely listed as inhibitors | 230,000 tested, under 10 active | AID 1477; note: % of control where 0% means no effect
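Room-temperature protein-protein interaction test with 30 nM each of His-tagged CBF-beta and biotinylated RUNX1, 15 min with compound, then 90 min with nickel plus streptavidin beads. Signal read in AlphaScreen mode.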
Numbers without * were called inactive; & = joins results of further samples; [ ] = remark or other dose. Unless noted, calls come from the whole dose curve; as a rule, active = well fitted curve in the direction sought with a large enough effect; inconclusive = small, poorly fitted or top-dose-only effect, or another doubt; inactive = no such curve, though single readings can be large; an effect the other way counts as inactive or inconclusive. The list is partial; rates above refer to the full screens.

For CNC(=O)CSc1n[nH]c(-c2cc(Cl)ccc2OC)n1 the results were NPSR antagonist 0%, Epigenetic derep -1.1%, IMPase Li inh 7%, aGal spleen mod 2%, Luc counter -3% and CBFb-RUNX1 inh -20%.
`CCC(C)c1ccc(NC(=S)NC(C)C2CCCO2)cc1` (stereo not given) gave NPSR antagonist 8%, Lamin A splicing 10%[46 µM], Epigenetic derep 1.8%, IMPase Li inh 4%, aGal spleen mod 8%, Luc counter 2% and CBFb-RUNX1 inh 5%.
For Fc1cccc(CCN2C(=S)NC[C@@H]2CC2CCCCC2)c1 the results were NPSR antagonist -49%, Epigenetic derep -0.3%, aGal spleen mod 8% and CBFb-RUNX1 inh 18%.
Screening CCn1cc(Cl)c(C(=O)NNC(=O)CCn2nc(C)c([N+](=O)[O-])c2C)n1 returned NPSR antagonist 18%, Lamin A splicing -8%, Epigenetic derep -1.1%, IMPase Li inh 3%, aGal spleen mod 5%, Luc counter 3% and CBFb-RUNX1 inh -9%.
For CN(Cc1ccon1)C(=O)CC1C(=O)NCCN1CC1CCCCC1 (stereo not given) the results were NPSR antagonist -15%, Lamin A splicing 11%[46 µM], Epigenetic derep -1.5%, IMPase Li inh 3%, aGal spleen mod -2%, Luc counter 0% and CBFb-RUNX1 inh 1%.
For CC1=NN(Cc2ccccc2)C(=O)/C1=C\c1ccc(N(C)C)cc1 the results were NPSR antagonist 0%[46.1 µM], Lamin A splicing -5%, Epigenetic derep 0.0%, IMPase Li inh 34%[activator][38.3 µM], aGal spleen mod 10%, Luc counter -8% and CBFb-RUNX1 inh inconclusive.
Screening Cc1ccc(C(=O)OC[C@H]2O[C@H](Cl)C[C@@H]2OC(=O)c2ccc(C)cc2)cc1 returned Epigenetic derep -1.1%, IMPase Li inh 5%, aGal spleen mod 2%, Luc counter 3% and CBFb-RUNX1 inh 8%.
Screening COc1ccc(NC(=S)N(CCN(C)C)Cc2cccs2)cc1 returned NPSR antagonist 16%, Epigenetic derep -0.1%, IMPase Li inh -2%, aGal spleen mod -7%, Luc counter -1% and CBFb-RUNX1 inh 6%.
Screening O=C(Nc1ccc(Cl)c(Cl)c1)c1ccncc1 returned NPSR antagonist 16%[46.1 µM], Lamin A splicing inconclusive, Epigenetic derep 0.0%, IMPase Li inh 10%[38.3 µM], aGal spleen mod -2%, Luc counter -4% and CBFb-RUNX1 inh 5%.
Screening O=C(CSC1=NCCS1)Nc1ccc(S(=O)(=O)NC2CCCCC2)cc1 returned NPSR antagonist -6%[46.1 µM], Lamin A splicing -7%, Epigenetic derep 0.0%, IMPase Li inh 14%[38.3 µM], aGal spleen mod -4%, Luc counter -2% and CBFb-RUNX1 inh 1%.
`Cc1nnc(SCC(=O)N2CCc3ccccc3C2)s1` gave NPSR antagonist -5%[46.1 µM], Lamin A splicing -2%, Epigenetic derep -1.0%, IMPase Li inh 14%[38.3 µM], aGal spleen mod -1%, Luc counter -3% and CBFb-RUNX1 inh 2%.
Screening CCCCCn1nc(C(=O)OCC(=O)c2c(N)n(C)c(=O)n(C)c2=O)c2ccccc2c1=O returned NPSR antagonist -50%, Lamin A splicing 4%[46 µM], Epigenetic derep 0.0%, IMPase Li inh 14%, aGal spleen mod 2%, Luc counter 12% and CBFb-RUNX1 inh -2%.
For S=C(NCCc1ccccc1)NC1CC1 the results were NPSR antagonist 11%, Lamin A splicing inconclusive, Epigenetic derep 3.4%, IMPase Li inh 0%, aGal spleen mod -5%, Luc counter 2% and CBFb-RUNX1 inh -5%.
`Cc1ccc(NC(=O)CSc2nnc(C)c(=O)[nH]2)cc1C` gave NPSR antagonist 7%, Epigenetic derep 1.2%, IMPase Li inh 6%, aGal spleen mod 3%, Luc counter 0% and CBFb-RUNX1 inh 5%.
For CCN(c1nc(C)cc(OC)n1)S(=O)(=O)c1ccccc1 the results were NPSR antagonist -7%[46.1 µM], Lamin A splicing 15%, Epigenetic derep 0.0%, IMPase Li inh 31%[38.3 µM], aGal spleen mod -7%, Luc counter -2% and CBFb-RUNX1 inh 5%.
Cn1cc(Br)c(NC(=O)/C=C/C(=O)O)n1 was read as NPSR antagonist inconclusive, Epigenetic derep 2.1%, aGal spleen mod -2% and CBFb-RUNX1 inh 3%.
Cc1ccc(C(=O)Nc2cnc3ccccn3c2=O)cc1 was read as NPSR antagonist -2%[46.1 µM], Lamin A splicing -11%[46 µM], Epigenetic derep -0.2%&-1.0%, IMPase Li inh 8%[38.3 µM], aGal spleen mod 6%, Luc counter inconclusive and CBFb-RUNX1 inh -8%.
CC(C)C1NC(=S)N(Cc2ccccc2)C1=O (stereo not given) was read as NPSR antagonist 4%[46.1 µM], Lamin A splicing 8%, Epigenetic derep -0.9%, IMPase Li inh -20%[38.3 µM], aGal spleen mod 7%, Luc counter -4% and CBFb-RUNX1 inh 4%.
For C[N+]1(CCCOC(=O)C2(c3ccccc3)CCCC2)CCOCC1 the results were NPSR antagonist 4%, Lamin A splicing inconclusive, Epigenetic derep -6.9%, IMPase Li inh 20%, aGal spleen mod 3%, Luc counter -2% and CBFb-RUNX1 inh -3%.
Screening Cc1cccc(Oc2ncnc3onc(C)c23)c1C returned NPSR antagonist -10%[46.1 µM], Lamin A splicing 7%, Epigenetic derep 1.1%, IMPase Li inh 12%[38.3 µM], aGal spleen mod -6%, Luc counter -3% and CBFb-RUNX1 inh 7%.
Screening CCN1CCN(C(=S)NCC2CCCO2)CC1 (stereo not given) returned NPSR antagonist 2%, Lamin A splicing 1%[46 µM], Epigenetic derep 3.9%, IMPase Li inh 0%, aGal spleen mod 2%, Luc counter 3% and CBFb-RUNX1 inh 6%.
Screening O=C(CCCn1c(=O)c2sccc2n(Cc2ccc(F)cc2)c1=O)NCc1ccco1 returned NPSR antagonist -12%[46.1 µM], Lamin A splicing -9%, Epigenetic derep 0.9%, IMPase Li inh 4%, aGal spleen mod 6%, Luc counter -2% and CBFb-RUNX1 inh -2%.
O=C(NCc1ccccc1)C1CCCN(S(=O)(=O)c2cccs2)C1 (stereo not given) was read as NPSR antagonist 2%[46.1 µM], Lamin A splicing 4%, Epigenetic derep -1.0%, IMPase Li inh 9%[38.3 µM], aGal spleen mod 2%, Luc counter -4% and CBFb-RUNX1 inh 4%.
Cc1ccc(NNC(=O)CCc2ccccc2)c(C)c1 was read as NPSR antagonist -20%, Epigenetic derep -0.8%, aGal spleen mod 0% and CBFb-RUNX1 inh -1%.
O=S(=O)(Nc1ccccc1)c1ccc(-c2csnn2)cc1 was read as NPSR antagonist 8%, Epigenetic derep -2.4%, aGal spleen mod 4% and CBFb-RUNX1 inh -13%.
`Cc1nc2cnc(N3CCOCC3)nc2n(Cc2ccc(F)cc2)c1=O` gave Lamin A splicing 2%, IMPase Li inh -1% and aGal spleen mod -2%.
COc1cc(C2N=C(c3ccccc3)NO2)cc(Br)c1O (stereo not given) was read as NPSR antagonist -17%[46.1 µM], Lamin A splicing 9%, Epigenetic derep 0.9%, IMPase Li inh 19%[38.3 µM], aGal spleen mod 10%, Luc counter 0% and CBFb-RUNX1 inh 0%.
For COc1ccc(NC(=O)CCCn2c(=O)c3sccc3n(Cc3cccc(C)c3)c2=O)cc1 the results were NPSR antagonist -17%, Lamin A splicing -6%, Epigenetic derep -1.1%, IMPase Li inh 8%, aGal spleen mod -7%, Luc counter 0% and CBFb-RUNX1 inh 1%.
For C=CCOc1ccc(C2NC(=O)NC(C)=C2C(=O)OC)cc1 (stereo not given) the results were NPSR antagonist 2%[46.1 µM], Lamin A splicing 6%, Epigenetic derep 0.0%, IMPase Li inh 21%[38.3 µM], aGal spleen mod 1%, Luc counter 0% and CBFb-RUNX1 inh 9%.
`O=C(O)C1CCNCC1` gave NPSR antagonist -8%[46.1 µM], Lamin A splicing -15%, Epigenetic derep -1.9%&-0.1%, IMPase Li inh 6%, aGal spleen mod 0%, Luc counter -2%&-4% and CBFb-RUNX1 inh 3%.

Continued; the last 4 above are carried over.
COc1cc(C2N=C(c3ccccc3)NO2)cc(Br)c1O (stereo not given) was read as NPSR antagonist -17%[46.1 µM], Lamin A splicing 9%, Epigenetic derep 0.9%, IMPase Li inh 19%[38.3 µM], aGal spleen mod 10%, Luc counter 0% and CBFb-RUNX1 inh 0%.
For COc1ccc(NC(=O)CCCn2c(=O)c3sccc3n(Cc3cccc(C)c3)c2=O)cc1 the results were NPSR antagonist -17%, Lamin A splicing -6%, Epigenetic derep -1.1%, IMPase Li inh 8%, aGal spleen mod -7%, Luc counter 0% and CBFb-RUNX1 inh 1%.
For C=CCOc1ccc(C2NC(=O)NC(C)=C2C(=O)OC)cc1 (stereo not given) the results were NPSR antagonist 2%[46.1 µM], Lamin A splicing 6%, Epigenetic derep 0.0%, IMPase Li inh 21%[38.3 µM], aGal spleen mod 1%, Luc counter 0% and CBFb-RUNX1 inh 9%.
`O=C(O)C1CCNCC1` gave NPSR antagonist -8%[46.1 µM], Lamin A splicing -15%, Epigenetic derep -1.9%&-0.1%, IMPase Li inh 6%, aGal spleen mod 0%, Luc counter -2%&-4% and CBFb-RUNX1 inh 3%.
`CCCOc1ccc(CSc2ncn[nH]2)cc1` gave NPSR antagonist -6%[46.1 µM], Lamin A splicing 5%, Epigenetic derep -1.2%, IMPase Li inh 8%[38.3 µM], aGal spleen mod 4%, Luc counter 4% and CBFb-RUNX1 inh 3%.
COc1ccc(CCC(=O)N2c3ccccc3CC2C)cc1 (stereo not given) was read as NPSR antagonist -11%[46.1 µM], Lamin A splicing 6%, Epigenetic derep -1.9%, IMPase Li inh -5%[38.3 µM], aGal spleen mod -1%, Luc counter 0% and CBFb-RUNX1 inh 9%.
Screening O=C(N/N=C/c1cccc([N+](=O)[O-])c1)C1CC(=O)N(c2ccc(F)cc2)C1 (stereo not given) returned NPSR antagonist 13%, Lamin A splicing -11%, Epigenetic derep 0.0%, IMPase Li inh 6%, aGal spleen mod -1%, Luc counter 1% and CBFb-RUNX1 inh 2%.
COc1ccccc1C(=O)Oc1ccc(C(C)C)cc1 was read as NPSR antagonist -13%[46.1 µM], Lamin A splicing -1%, Epigenetic derep 0.7%, IMPase Li inh 8%[38.3 µM], aGal spleen mod 2%, Luc counter 0% and CBFb-RUNX1 inh 25%.
`CCC1(C(=O)OC)NC(c2ccco2)C2C(=O)N(c3ccc(F)cc3)C(=O)C21` (stereo not given) gave NPSR antagonist -2%, Lamin A splicing -3%[46 µM], Epigenetic derep -1.6%, IMPase Li inh 0%, aGal spleen mod 1%, Luc counter -1% and CBFb-RUNX1 inh 6%.
